Source: PubChem BioAssay (National Center for Advancing Translational Sciences (NCATS))
HCV inh = HCV inhibition. 340,000 compounds, 3.4% hits. AID 651820. Huh7.5.1 HCVcc-Cre infection, luciferase reporter, 44 h. Potency, µM (titrated, usually from 41.8 µM), inactives show top-dose activity change, negative = inhibition, actives largely listed as inhibitors
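Cells seeded at 1,000/well and cultured 4 h, then compounds added followed by HCVcc-Cre virus (~0.5 moi). After 44 h further culture, luciferase substrate was added, plates held 15 min at room temperature, and luminescence read for 15 sec.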
TbPYK inhibitor = blocks Trypanosoma brucei pyruvate kinase; 410,000 compounds, 0.12% hits; TbPYK enzyme, Kinase-Glo Plus ATP luminescence, 45 min; Q57TT1; Potency, µM (highest dose often 76.8 µM), inactives show at the highest dose activity, negative = inhibition, actives largely listed as inhibitors; AID 624173; further: nearly all actives have a fitted effect of over 50% in size
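Readout: single end-point luminescence (Kinase-Glo Plus, 10 min). Reaction conditions were TbPYK/substrate plus 130 uM ADP, 45 min at RT, pH 7.2 TEA buffer. No-enzyme wells served as controls, and data were normalized before concentration-response fitting.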
Pf growth 48h = P. falciparum growth inhibition at 48 hours (one generation); P. falciparum luciferase growth in erythrocytes, 48 h; Potency, µM (top dose mostly 28.7 µM), without a hit: at the top dose activity change, negative = inhibition, usual class: inhibitors; 310,000 compounds, 5.9% hits
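In quantitative HTS format, infected erythrocytes bearing luciferase-reporter parasites were treated for a single generation at 37 C. Luminescence after adding detection reagent served as the growth measure.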
Sm TGR block = inhibitors of Schistosoma mansoni thioredoxin glutathione reductase; purified TGR, DTNB reduction, TNB absorbance 405 nm; Potency, µM (series often up to 114 µM), for inactives: at the top dose activity change, negative = inhibition, hits mostly inhibitors; 360,000 compounds, 3% hits; AID 485364; further: nearly all actives have a fitted effect of over 60% in size
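First, TGR (20 nM dispensed) and NADPH were mixed with compound. Second, a 15 min room-temperature incubation followed. Third, further NADPH and then DTNB were added to start the reaction. Finally, TNB absorbance was monitored kinetically.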
LmPK inh = blocks Leishmania mexicana pyruvate kinase activity; Q27686; purified LmPK, Kinase-Glo ATP luminescence, 1 h; Potency, µM (top dose mostly 57.5 µM), for the others: at the top dose activity change, negative = inhibition, actives largely listed as inhibitors; 290,000 compounds, 0.37% hits
Target sequence (Q27686 whole entry, looked up): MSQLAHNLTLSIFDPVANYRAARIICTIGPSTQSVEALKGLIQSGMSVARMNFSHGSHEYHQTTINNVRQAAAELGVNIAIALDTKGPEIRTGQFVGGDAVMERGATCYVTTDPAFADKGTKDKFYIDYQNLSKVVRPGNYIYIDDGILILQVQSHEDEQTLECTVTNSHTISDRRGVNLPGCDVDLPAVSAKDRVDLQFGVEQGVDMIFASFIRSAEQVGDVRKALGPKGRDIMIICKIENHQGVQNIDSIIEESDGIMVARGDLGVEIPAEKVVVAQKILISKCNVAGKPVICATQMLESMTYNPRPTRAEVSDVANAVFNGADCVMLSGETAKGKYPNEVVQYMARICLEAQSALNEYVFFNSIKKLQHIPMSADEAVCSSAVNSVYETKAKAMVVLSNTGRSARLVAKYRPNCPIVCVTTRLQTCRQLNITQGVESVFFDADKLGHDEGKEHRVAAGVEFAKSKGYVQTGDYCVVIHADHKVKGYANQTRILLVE
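0.1 nM LmPK, 0.5 mM PEP, 0.1 mM ADP; 50 mM imidazole pH 7.2, 7 mM MgCl2, 50 mM KCl; 1 h RT. Kinase-Glo luminescence readout, normalized to no-enzyme (full inhibition) and uninhibited wells.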
Pf growth 96h = inhibits malaria parasite growth, 96 h. P. falciparum luciferase reporter growth, 96 h. Potency, µM (titrated, usually from 28.7 µM), for the others: at the highest dose activity change, negative = inhibition, actives largely listed as inhibitors. 320,000 compounds, 6.9% hits
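Two-generation exposure (96 h) targets delayed-death phenotype. Reporter parasites carrying integrated firefly luciferase, in red cells at 2% hematocrit and 0.05% parasitemia final, kept at 37 C, 5% CO2; luminescence loss indicates inhibition.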
* marks the source's active call; other numbers are inactive results; i = inactive; u = inconclusive; x = not tested or not shown; & = joins results of further samples; [ ] = another dose, or the depositor's remark. The call rests on the fitted dose curve; in most records, active means well fitted curve in the direction sought with a large enough effect; inconclusive means small, poorly fitted or top-dose-only effect, or another doubt; inactive means no such curve, though single readings can be large; an effect the other way counts as inactive or inconclusive. On the % scale 0 is the no-effect control and ±100 the full control effect; potency means the concentration at half of the fitted maximal effect. Compounds were not picked by outcome. Share with any hit: about 16%.

Structure | HCV inh | TbPYK inhibitor | Pf growth 48h | Sm TGR block | LmPK inh | Pf growth 96h
Cc1ccc(S(=O)(=O)NCc2ccncc2)cc1C(=O)NCC(C)C | u | 0% | 38% | -26% | 7% | u
CCOc1ccc(-c2nc(-c3cccnc3)no2)cc1 | -8% | -14% | 173%[activator] | -2% | u | 156%[activator]
CCOc1ccccc1-n1ccn(CC(=O)Nc2ccc(Br)cc2F)c(=O)c1=O | u | 5% | -27% | -2% | x | 6%
COC(=O)C1(C)NC(c2ccccc2C)C2C(=O)N(c3ccc(F)cc3)C(=O)C21 (configuration not stated) | 17% | 10% | -16% | 3% | -1% | 51%[activator]
CCc1ccc(OCC(=O)NC(=S)Nc2ccc(C(C)=O)cc2)c(Br)c1 | 3% | -7% | x | 0% | 3% | -10%
COc1cc(Cl)ccc1OCc1cc(C(=O)NC(C)Cc2cccnc2)no1 (configuration not stated) | 7% | 1% | 8% | 0% | -7% | 14%
COc1cc([N+](=O)[O-])ccc1NC(=O)NCc1ccco1 | 16% | 0% | 18% | -22% | -1% | -71%
O=C(CSc1nnnn1-c1ccc2c(c1)OCO2)NCc1cccs1 | -8% | -2% | 6% | 1% | 4% | x
O=C(OCC1OC2C(Oc3nc(=O)ccn32)C1O)c1ccccc1 (configuration not stated) | 6% | -1% | 10% | 2% | 2% | 20%
CCCCCCC(N)CC(=O)O (configuration not stated) | 12% | -4% | 6% | -24% | -15% | x
O=c1[nH]c2cc3c(cc2cc1C(c1nnnn1CC1CCCO1)N1CCCC1)OCO3 (configuration not stated) | -9% | u | -2% | 20% | -3% | u
CCc1ccccc1NC(=O)CN(C)Cc1c(O)ccc2ccccc12 | -1% | 23% | 20% | 0.71µM* | 2% | 20%
CNC1(C)C2CCC(C2)C1(C)C (configuration not stated) | x | -8% | -12% | x | x | 6µM*
CC(C(=O)N1CCN(Cc2ccccc2)CC1)c1ccc([N+](=O)[O-])cc1 (configuration not stated) | 0% | 4% | 51%[activator] | 4% | 0% | -10%
Cc1ccc(/C=C2/CCc3c([nH]c4ccccc34)C2=O)cc1 | u | 1% | 419%[activator] | 7% | 1% | x
CCOc1cc(-c2nnc(NC(=O)C3=COCCO3)o2)cc(OCC)c1OCC | u | 0% | u | 1% | x | u
CS(=O)(=O)Nc1ccc(S(=O)(=O)NC2CCCCC2)cc1 | 8% | -3% | 18% | 15% | 3% | 38%[activator]
Nc1cccc(NC(=O)CN2CCOCC2)c1 | -8% | -2% | 23% | 0% | -4% | u
O=C(Nc1ccc(F)cc1F)NC1CC(=O)N(Cc2ccccc2)C1 (configuration not stated) | 0% | 1% | u | -17% | 1% | 11%
COC(=O)C1=C(C)NC(C)=C(C(=O)OC)C1c1ccc2ccccc2n1 | 22% | 2% | -20% | -3% | 4% | x
CCc1ccc(-n2c(C)cc(/C=N/NC(=O)OC)c2C)cc1 | u | -16% | u | -17% | 1% | 4%
Cc1csc(SC(C)C(=O)NCC2CCCCC2)n1 (configuration not stated) | 14% | -2% | 14% | 4% | 1% | u
Cc1cc(C)c(S(=O)(=O)NC2CC3CCC2C3)c(C)c1 (configuration not stated) | -61% | -19% | 13% | 5% | 9% | u
COc1ccc(C(C#N)Nc2ccccc2OC)cc1 (configuration not stated) | 15% | -8% | 5% | 13% | -6% | 44%[activator]
CCSc1nc2sc3c(c2c(=O)n1-c1ccc(C)cc1)CCN(C)C3 | -7% | 2% | 2.6µM* | 7% | 4% | 0.93µM*
COc1ccc(-n2c(Cc3cccn3C)nnc2SCC(=O)N2CCC(C)CC2)cc1 | -15%&11% | -3% | u | -18% | 1% | 0.37µM*
CCOC(=O)C1CCCN(C(=O)c2ccc(S(=O)(=O)N3CCCC3)cc2)C1 (configuration not stated) | u | -8% | -7% | -7% | x | -3%
CC1CCN(C(=O)CSc2nnc(CNC(=O)COc3ccc(Cl)cc3)o2)CC1 | -7% | 2% | x | -3% | 10% | 24%
COc1cccc(NC(=O)CCC2CCN(C(=O)c3scnc3C)CC2)c1 | 1% | -9% | 6% | -2% | -9% | 49%[activator]
CCOC(=O)C1CCCN(C(=O)c2ccc3c(c2)N(C)C(=O)/C(=C/c2ccccc2Cl)S3)C1 (configuration not stated) | 11µM* | 3% | u | -7% | -13% | 0.41µM*
Cc1nccn1S(=O)(=O)c1cc([N+](=O)[O-])ccc1Cl | 22% | 2% | 27% | u | -5% | 21%
Cc1ccc2c(c1)N(CCCC(=O)NCCC1=CCCCC1)C(=O)CO2 | 3% | 2% | u | -23% | 0% | -4%
CC1CC(CC(C)C(=O)Nc2nncs2)C(=O)O1 (configuration not stated) | 24% | 5% | x | 2% | -3% | 6%
Cc1ccccc1OCC(=O)NNC(=O)c1cc(S(=O)(=O)N2CCOCC2)ccc1N1CCCC1 | 17% | -2% | u | -1% | x | 19%
C/C(=N\N=C(/N)SC1CC(=O)N(c2ccccc2)C1=O)c1cccs1 (configuration not stated) | 6% | -7% | u | 5% | -2% | 56%[activator]
C(#Cc1ccc(C#CCN2CCCC2)cc1)CN1CCCC1 | u | -3% | -17% | -13% | 2% | u
O=C(NN1C(=O)c2cc(Br)ccc2NC1c1ccccc1Cl)c1ccncc1 (configuration not stated) | -5% | 10% | -5% | 2% | 14% | u
CC(C)C(NC(=O)c1ccccc1)C(=O)NCc1ccccn1 (configuration not stated) | 17% | -4% | -10% | -5% | 0% | x
COc1cccc(NC(=O)Nc2ccc(Br)cn2)c1 | -20% | 1% | 103%[activator] | 4% | 4% | 144%[activator]
COc1ccc(CNCc2ccc(C(F)(F)F)cc2)cc1OC | u | -11% | 14% | -24% | 0% | u
O=C(CSc1nc2c(sc3ccccc32)c(=O)n1CCCN1CCOCC1)NC1CCCC1 | 11% | 3% | u | 5% | 10% | u
COc1ccc(-c2cnnc(N/N=C/C(C)=C/c3ccccc3)n2)cc1 | 14% | x | 12% | 6% | 11% | 0%
Cn1cc(CN2CCC(C(O)c3cccs3)CC2)c(-c2ccccc2F)n1 (configuration not stated) | 6% | 4% | -23% | -12% | -2% | -41%
Cc1c(NC(=O)C(C)SC(=S)N2CCCC2)c(=O)n(-c2ccccc2)n1C (configuration not stated) | 0% | 3% | -11% | -8% | x | 24%
CCOc1cccc(CNc2nnnn2C)c1 | -14% | 0% | 6% | 11% | 4% | 312%[activator]
Cc1nc(Nc2ccc(C(=O)O)cc2)sc1-c1ccccc1 | 21% | -4% | -32% | -1% | 2% | -20%
CC(=O)NC(c1ccco1)c1cc(Cl)c2cccnc2c1O (configuration not stated) | x | -3% | u | -21% | x | u
Cc1cc(C)c(C#N)c(SCc2ccccc2F)n1 | -9% | -1% | -15% | 5%[57.1 µM] | -9% | 38%[activator]
COc1ccc(N2CCN(C(=O)CN3C(=O)NC(c4ccc(OC)cc4)(c4ccc(OC)cc4)C3=O)CC2)cc1 | x | -17% | -3% | u | -8% | u
O=C(Nc1ccc2c(c1)OCCO2)c1ccccc1 | -3% | -11% | 228%[activator] | 8% | u | i
O=C1NC(=O)C(=Cc2ccc(-c3cc(Cl)ccc3[N+](=O)[O-])o2)C(=O)N1 | 17% | 18µM* | 13% | 32µM* | -3% | -11%
O=C(Nc1ccc2c(c1)OCCO2)N1CCN(Cc2ccccc2)CC1 | -29% | 3% | 476%[activator] | 16% | -5% | 376%[activator]
CC1(C(=O)NCCCNc2ncc(C(F)(F)F)cc2Cl)C=CCN1C(=O)c1ccccc1 (configuration not stated) | -10% | -4% | 0% | -6% | 0% | -22%
COc1ccc(S(=O)(=O)N2CCN(C(=O)CCSc3ccccc3)CC2)cc1 | u | 0% | u | 3% | x | u
Cc1ccc(Cn2ccc(=O)c(OCc3c(Cl)cccc3Cl)c2C)cc1 | u | -6% | x | -22% | 15% | 4.1µM*
CCOCc1cn(CC(=O)c2ccc([N+](=O)[O-])cc2)c(C)nc1=N | u | 5% | 1µM* | -19% | -2% | x
COC(=O)C(O)(c1ccc(NC(=O)c2ccccc2)cc1)C(F)(F)F (configuration not stated) | 6% | -3% | 72%[activator] | 25% | 1% | 74%[activator]
N#C/C(=C\c1ccc2c(c1)OCCO2)C(=O)Nc1ccc(C(=O)O)cc1 | 20% | -23% | 8% | u | 7% | 47%[activator]
Cc1ccc(NC(=O)COC(=O)CNC(=O)c2cccc([N+](=O)[O-])c2)cc1S(=O)(=O)N1CCCCCC1 | 2% | 1% | -24% | 4% | 2% | u
CN1C(=O)/C(=C\c2ccc(N3CCCCCC3)cc2)C(=O)NC1=S | -12% | u | 2% | u | -1% | 34%[activator]

More compounds follow:
Structure | HCV inh | TbPYK inhibitor | Pf growth 48h | Sm TGR block | LmPK inh | Pf growth 96h
CN(CC1COc2ccccc2O1)C(=O)c1cccc(S(=O)(=O)N2CCCC2)c1 (configuration not stated) | 5% | 4% | u | -14% | x | u
COc1ccc(Cl)cc1NC(=O)Nc1ccccc1SC | u | 8% | 14%[5.75 µM] | 11% | -1% | 38%[activator][5.75 µM]
COCCCn1c(=O)c2sccc2n(Cc2cc(C(=O)OC)ccc2OC)c1=O | u | 0% | u | -1% | -9% | 31%[activator]
O=C(c1ccc2c(c1)N(Cc1ccccc1F)C(=O)c1ccccc1S2(=O)=O)N1CCCC1 | u | -13%&4% | u | 1%&2% | -4% | 20%
C=CCNC(=S)Nc1ccc(N(C)C)cc1 | 19% | 2% | -11% | u | 4% | u
Cc1nn(C)c(Cl)c1C(=O)NCC(=O)NCc1ccccc1 | 1% | -4% | i | 5% | 3% | 10%
CCOc1ccc(NC(=O)c2ccc(NS(=O)(=O)c3cccs3)cc2)cc1 | -13% | 4% | -3% | 11% | -11% | 0.83µM*
Cc1nc(-c2cccc(NS(=O)(=O)c3cccc4ccccc34)c2)cs1 | 6% | -1% | -2% | 3% | 3% | x
